Casp6 inh: blocks human caspase-6 cleavage activity; P55212; purified caspase-6, Z-VEID-R110 cleavage fluorescence; inhibition, % at 12.5 µM; 0.53% of 350,000 active; AID 686996;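 active = mean inhibition across replicates at least about 35%, with every replicate also reaching that limit, limit read from the data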;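 note: 0% = median of neutral control wells and 100% = no fluorescence left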
Target sequence (P55212 24-179 limits assumed): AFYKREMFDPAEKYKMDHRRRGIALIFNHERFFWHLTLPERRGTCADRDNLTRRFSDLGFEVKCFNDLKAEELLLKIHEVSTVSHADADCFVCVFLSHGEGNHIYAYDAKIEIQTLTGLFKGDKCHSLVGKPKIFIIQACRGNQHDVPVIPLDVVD
Target sequence (P55212 194-293 limits assumed): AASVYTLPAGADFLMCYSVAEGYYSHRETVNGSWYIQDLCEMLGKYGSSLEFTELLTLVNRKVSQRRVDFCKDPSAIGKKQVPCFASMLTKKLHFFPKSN
LGR2 inh: inhibitors of bursicon-induced Drosophila LGR2 receptor cAMP signaling. HEK293 LGR2, CRE-luciferase, bursicon-stimulated, 4 h. inhibition, % at 9.99 µM. 0.35% of 380,000 active. AID 720647;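 active = drop in luminescence signal, shown as inhibition above about 50% in the replicate tests, limit read from the data, passing the limit was not always enough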;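 note: agonist challenge used bursicon conditioned medium at about half maximal strength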
S100A4 inh HTS: inhibitors of human S100A4 binding to myosin IIA peptide | P26447 | S100A4/TAMRA-MyoIIA peptide fluorescence polarization | inhibition, % at 10.7 µM | 0.14% of 360,000 active | AID 652163;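 active = mean inhibition of at least 70% across replicates, with every replicate also reaching that level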
Target sequence (P26447 whole entry, looked up): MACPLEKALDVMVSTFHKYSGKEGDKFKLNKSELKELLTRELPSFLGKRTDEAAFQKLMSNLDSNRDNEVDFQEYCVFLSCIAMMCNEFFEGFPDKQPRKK
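Test system – S100A4 monomer (human) · Compound – single-point compound testing · Schedule – 5 min incubation before reading · Probe or stimulus – TAMRA-labelled myosin IIA heavy-chain peptide probe, 5 nM · Benchmarks – neutral control DMSO, positive control TFP · Medium – Calcium-containing HEPES buffer, pH 7.2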
FN deposition inh: fibronectin deposition inhibition | AH1F fibroblasts, Alexa488-fibronectin deposition fluorescence, overnight | inhibition, % at 12.6 µM | 0.086% of 350,000 active;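 active = mean inhibition across replicates of 30% or more, regardless of how many single replicates reach that level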;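 note: positive control wells lacked labelled fibronectin entirely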
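test system = AH1F fibroblasts assembling fluorescent fibronectin matrix | quantity = 10000 AH1F cells per well | buffer or medium = DMEM plus 2% serum, read in PBS | doses = single dose, pinned | incubation = 1 h cell attachment, overnight exposure to compound and label | detection = fluorescence at 485 nm excitation, 525 nm emission | read-out basis = inhibition from reduced deposited-fibronectin fluorescence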
esBAF inh: inhibitors of esBAF chromatin remodeling in mouse ES cells | AID 602393 | 2% of 350,000 active | reporter increase, % at 12.5 µM | Bmi1-luciferase knock-in reporter, 24 h; 100% = twice the neutral-well signal; in the data active = activation above about 40%;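 note: 0% = median of the plate's neutral control wells and 100% = double that signal; a rise in the Bmi1 reporter signal indicates esBAF inhibition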
SIRT5 block: sirtuin-5 (human) deacylase inhibition; Q9NXA8; Purified SirT5, succinyl-peptide AMC, trypsin-coupled fluorescence; inhibition, % at 15 µM; 1.1% of 330,000 active; in the data active = inhibition above about 15%
Target sequence (Q9NXA8 whole entry, looked up): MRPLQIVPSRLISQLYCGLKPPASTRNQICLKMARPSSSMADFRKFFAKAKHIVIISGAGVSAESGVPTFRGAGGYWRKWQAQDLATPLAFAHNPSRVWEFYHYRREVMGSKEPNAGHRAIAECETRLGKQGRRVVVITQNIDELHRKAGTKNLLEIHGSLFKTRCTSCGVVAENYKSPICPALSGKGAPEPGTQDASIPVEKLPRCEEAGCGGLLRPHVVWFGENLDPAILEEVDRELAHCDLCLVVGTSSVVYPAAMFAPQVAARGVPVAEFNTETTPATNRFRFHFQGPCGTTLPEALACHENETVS
C2C12 statin: suppressors of simvastatin-induced myotoxicity in C2C12 myotubes | ATP luminescence, 48 h; scaled: DMSO 0, geranylgeraniol control 100 | rescue of ATP level, % at 7.49 µM | 0.78% of 330,000 active | AID 602340;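 active = mean ATP rescue above about 67%, or every replicate alone reaching that limit, limit read from the data, passing the limit was not always enough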;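 note: myotubes were challenged with 10 µM simvastatin during compound exposure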
Starred values were filed as active, the others as inactive; . = not tested or not shown.

SMILES	Casp6 inh	LGR2 inh	S100A4 inh HTS	FN deposition inh	esBAF inh	SIRT5 block	C2C12 statin
OCCN1CCN(c2nc(-c3ccccc3)c3cc(Br)ccc3n2)CC1	1	-7	19	8	.	-5	.
CCCNC(=O)[C@H]1[C@H](CO)[C@H]2Cn3c(cccc3=O)[C@@H]1N2C(=O)Nc1cc(F)ccc1F	-1	-5	0	.	-1	6	8
O=C1CSC(c2cccnc2)N1CC1CC1 (configuration not stated)	1	-10	-2	-7	.	.	.
CC1(C(=O)Nc2ccc3ccccc3c2)CCC(=O)N1CCc1c[nH]c2ccccc12 (configuration not stated)	-2	5	-6	1	-10	-1	15
CO[C@H]1CN(C)C(=O)c2cc(NC(=O)c3nc4ccccc4s3)ccc2OC[C@H](C)N(Cc2ccncc2)C[C@H]1C	-1	.	22	.	3	-3	30
CCN(CC)c1ccc(-c2sc(Nc3ccccc3)n[n+]2-c2ccc(F)cc2)cc1	-7	-12	-12	-6	-5	0	6
O=C1CCCN2N=C(SCC(=O)Nc3ccc(Cl)cc3)SC2=N1	-2	7	1	3	5	-2	13
COc1ccccc1-c1n[nH]c(=S)n1N	0	-16	5	0	-6	-2	-1
O=C(CSc1nccn1Cc1ccco1)Nc1cccc(F)c1	-3	-21	-2	.	-6	6	-2
COC(=O)C[C@@H]1CC[C@H]2[C@@H](COc3ccc(NC(=O)c4cc(C)on4)cc3C(=O)N2C)O1	0	-5	-10	-13	2	-1	33
COc1ccc(CCNC(=O)c2ccc(=O)[nH]c2)cc1OC	2	-7	-4	-5	-5	1	1
O=C(CNc1ccc(C(F)(F)F)cc1)Nc1cccc(S(=O)(=O)N2CCCCC2)c1	-2	10	-4	-14	9	0	7
CN1CCN(C(=O)C[C@H]2CC[C@H]3[C@@H](COC[C@H](O)CN3CC3CC3)O2)CC1	1	0	4	2	-4	0	11
CC(C)(Oc1ccc(Cl)cc1)C(=O)NNC(=O)c1ccc(Br)o1	0	-13	-11	4	2	-1	5
CC(C)[C@H](NS(=O)(=O)c1ccccc1)C(=O)OCC(=O)NC1CCCCC1	-2	-4	-3	4	2	-2	-4
COCCNc1c2c(c(C#N)c3nc4ccccc4n13)CCCC2	8	1	-3	3	.	4	.
CCNC(=O)C1(C)CCCN(C(=O)c2nc3ccccc3s2)C1 (configuration not stated)	1	-8	-1	1	-3	2	2
Cc1noc(NS(=O)(=O)c2ccc(NC(=O)CCN3C(=O)c4ccccc4C3=O)cc2)c1C	2	4	-2	8	.	2	.
CCOC(=O)c1cc2occc2n1Cc1c(F)cccc1Cl	.	.	.	-11	3	.	4
CCCCN1C(=O)c2ccc(C(=O)OCC(=O)N3CCN(c4ccccc4)CC3)cc2C1=O	1	.	1	9	-11	-2	-11
C[C@H]1CN([C@@H](C)CO)C(=O)c2cc(NC(=O)Nc3ccc(F)cc3)ccc2O[C@H]1CN(C)Cc1ccc(Cl)c(Cl)c1	0	.	0	.	-3	5	-22
O=C(C[C@H]1C[C@@H]2c3cc(NC(=O)Nc4ccccc4)ccc3O[C@@H]2[C@H](CO)O1)NCc1cccc(F)c1	-1	-13	8	-3	-2	0	3
CC=Cc1ccc2n(c1=O)C[C@H]1[C@H](CO)[C@@H](C(=O)NCC(F)(F)F)N(CCc3ccccc3)[C@@H]21 (mixture of isomers)	8	16	-11	.	1	-9	-8
CC(C)CCNC(=O)CSc1nc2ccccc2s1	-1	10	-5	-6	.	0	.
CCOc1ccc(Nc2nc3ccccc3n2C)cc1	3	-69	-3	6	52*	-2	-13
O=C(Nc1ccccc1C(=O)NC1CCCC1)NC1CCCC1	.	.	.	29	-2	.	10
CC1(C)CC(=O)C(C(O)c2ccc([N+](=O)[O-])cc2)C(C)(C)N1 (configuration not stated)	2	15	0	-3	-5	0	9
COc1ccc(NC(=O)C(Sc2nnc3ccccn23)c2ccccc2)cc1Cl (configuration not stated)	3	.	4	1	.	0	.
CN(C(=O)CSc1nnc(-c2ccccc2F)o1)c1ccccc1	2	-23	9	-8	.	-2	-16
CCS(=O)(=O)N1CCN(S(=O)(=O)c2ccc3c(c2)OCCO3)CC1	-2	-9	5	1	1	0	3

An excerpt from above, limited to LGR2 inh, C2C12 statin and FN deposition inh.
SMILES | LGR2 inh | C2C12 statin | FN deposition inh
CCN(CC)c1ccc(-c2sc(Nc3ccccc3)n[n+]2-c2ccc(F)cc2)cc1 | -12 | 6 | -6
O=C(CSc1nccn1Cc1ccco1)Nc1cccc(F)c1 | -21 | -2 | .

New compounds follow
SMILES	Casp6 inh	LGR2 inh	S100A4 inh HTS	FN deposition inh	esBAF inh	SIRT5 block	C2C12 statin
CC(C)C[C@@H](CNCC(=O)[C@H](Cc1ccccc1)NC(=O)c1[nH]cnc1C(=O)N[C@@H](C)CN)NC(=O)c1nc[nH]c1C(=O)N[C@@H](CC(=O)O)C(=O)O	6	-7	-2	4	-1	.	2
O=C(Nc1nnc(-c2ccccc2)o1)c1cc(Cl)sc1Cl	-3	.	-1	0	.	-2	.
CCC(=O)N(C)C[C@@H]1Oc2cc(C#Cc3ccncc3)ccc2S(=O)(=O)N([C@@H](C)CO)C[C@@H]1C	0	-8	-13	.	3	1	16
c1ccc(Cn2nnc3cnccc32)cc1	-3	3	-5	2	-2	-4	2
Cc1cnc(C(=O)OCC(=O)N(C)CC(=O)Nc2ccccc2Cl)cn1	-2	-22	61	1	.	2	.
C[C@H](NC(=O)OC(C)(C)C)C(=O)NCC1CCC(C(=O)N[C@@H](Cc2ccccc2)C(=O)O)CC1 (some centres not stated)	0	7	10	3	-10	3	-4
COc1cc(CCCN2C(N)=NC[C@@H]2Cc2ccccc2)cc(OC)c1OC	.	14	.	-1	0	.	3
CN(C(=O)c1cccc(NC(=O)Cc2ccc(NC(=O)C3CCN(C(=O)C4CCCC4)CC3)cc2)c1)C1CC1	-1	7	2	1	-1	1	-1
COc1ccccc1C(=O)Nc1cccc(NC(=O)c2ccccc2C)c1	-1	-11	6	-4	6	1	-3
CN(C(=O)c1ccnn1C)C1CCCN(Cc2ccccc2F)C1 (configuration not stated)	-3	-13	-2	0	.	6	.

A different layout for four compounds above:
Structure: CN(C(=O)c1ccnn1C)C1CCCN(Cc2ccccc2F)C1 (configuration not stated)
  Casp6 inh: -3
  LGR2 inh: -13
  S100A4 inh HTS: -2
  FN deposition inh: 0
  esBAF inh: .
  SIRT5 block: 6
  C2C12 statin: .
Structure: CC(C)C[C@@H](CNCC(=O)[C@H](Cc1ccccc1)NC(=O)c1[nH]cnc1C(=O)N[C@@H](C)CN)NC(=O)c1nc[nH]c1C(=O)N[C@@H](CC(=O)O)C(=O)O
  Casp6 inh: 6
  LGR2 inh: -7
  S100A4 inh HTS: -2
  FN deposition inh: 4
  esBAF inh: -1
  SIRT5 block: .
  C2C12 statin: 2
Structure: C[C@H](NC(=O)OC(C)(C)C)C(=O)NCC1CCC(C(=O)N[C@@H](Cc2ccccc2)C(=O)O)CC1 (some centres not stated)
  Casp6 inh: 0
  LGR2 inh: 7
  S100A4 inh HTS: 10
  FN deposition inh: 3
  esBAF inh: -10
  SIRT5 block: 3
  C2C12 statin: -4
Structure: Cc1cnc(C(=O)OCC(=O)N(C)CC(=O)Nc2ccccc2Cl)cn1
  Casp6 inh: -2
  LGR2 inh: -22
  S100A4 inh HTS: 61
  FN deposition inh: 1
  esBAF inh: .
  SIRT5 block: 2
  C2C12 statin: .

Other structures:
SMILES	Casp6 inh	LGR2 inh	S100A4 inh HTS	FN deposition inh	esBAF inh	SIRT5 block	C2C12 statin
CN(C)c1ccc(CNC(=O)C2Cc3c(-c4ccccc4Oc4ccccc4)ccnc3O2)cc1 (configuration not stated)	-2	9	-4	-9	.	.	.
CC1(C(=O)NS(=O)(=O)c2ccccc2)CCN1C(=O)Cc1cc(F)ccc1F (configuration not stated)	-12	-18	-3	-1	-8	.	-15
O=C(c1ccncc1)N1CCCCN2[C@H](C1)[C@H](c1ccc(C#Cc3ccccn3)cc1)[C@@H]2CO	37*	-1	5	.	.	1	.
COC(=O)c1c(NC(NC(=O)C(C)C)C(Cl)(Cl)Cl)sc2c1CCC2 (configuration not stated)	-1	4	-1	.	.	-1	.
COc1cccc(CNC(=O)CN2C(=O)COc3ccc(S(=O)(=O)N4CCOCC4)cc32)c1	-4	12	11	-2	-5	-5	8
Cc1ccc(C)c(S(=O)(=O)N2CCN(Cc3ccc(O)c4ncccc34)CC2)c1	5	16	4	-2	.	8	.
Cc1nnc(SCC(=O)Nc2ccc(F)cc2F)n(N)c1=O	-2	-4	-1	0	.	4	.
O=C(NCCc1cn[nH]c1)C1CCC(=O)N(CCc2cccc(F)c2)C1 (configuration not stated)	-2	15	-4	-5	4	2	-5
O=C(COC(=O)/C=C/c1cccc(F)c1)NC1CCCCCC1	-2	-4	0	.	-3	.	4
O=C1c2cccc3cccc(c23)C(=O)N1CC1CCN(S(=O)(=O)c2ccc(F)cc2)CC1	-6	.	-2	-2	.	-8	.
CC(=O)c1ccc(OCC(O)CN2CCN(c3ccccn3)CC2)cc1 (configuration not stated)	-6	1	-4	-2	2	.	-1
CNC(=O)C[C@@H]1CC[C@H]2[C@@H](COc3ccc(NC(=O)Nc4ccc(C)cc4)cc3C(=O)N2C)O1	1	-9	21	-4	5	-4	-8
CNC(=O)C[C@@H]1CC[C@H]2[C@@H](COC[C@H](O)CN2C(=O)c2ccc3c(c2)OCO3)O1	-6	26	-14	5	2	2	-17
COc1cc(OC)cc(OC(=O)C2CCN(C(=O)c3ccc(F)cc3)CC2)c1	0	-6	-5	4	-5	-1	1
COc1ccc(/C=N\NC(=O)c2ccc(F)cc2)cc1COc1ccccc1C(N)=O	4	8	-5	.	10	0	-11
COC(=O)c1ccc(CSc2nc3ccccc3s2)o1	0	-70	4	.	47*	-1	-5
CCOC(=O)N(C)c1c(CC)nc2c(OCc3ccc(S(C)(=O)=O)cc3)cccn12	4	-17	-1	1	5	-10	-31
CN(C)CC(=O)N1[C@@H]2c3ccc(-c4ccccc4)c(=O)n3C[C@H]1[C@H](CO)[C@H]2C(=O)N1CCN(C)CC1	-7	-19	40	.	-1	-24	24
C[C@@H]1CN([C@H](C)CO)C(=O)c2cccc(NC(=O)c3nc4ccccc4s3)c2O[C@H]1CN(C)C	0	13	0	.	4	-1	6
Cn1c(=O)[nH]c(=O)c2c1nc(N1CCCCC1)n2C/C=N/Nc1ccc(C(=O)O)cc1	-3	11	3	6	.	-2	.

4 entries out of the list, sorted by molecular weight, falling:
SMILES	Casp6 inh	LGR2 inh	S100A4 inh HTS	FN deposition inh	esBAF inh	SIRT5 block	C2C12 statin
CCCNC(=O)[C@H]1[C@H](CO)[C@H]2Cn3c(cccc3=O)[C@@H]1N2C(=O)Nc1cc(F)ccc1F	-1	-5	0	.	-1	6	8
COC(=O)c1c(NC(NC(=O)C(C)C)C(Cl)(Cl)Cl)sc2c1CCC2 (configuration not stated)	-1	4	-1	.	.	-1	.
O=C(CSc1nccn1Cc1ccco1)Nc1cccc(F)c1	-3	-21	-2	.	-6	6	-2
COC(=O)c1ccc(CSc2nc3ccccc3s2)o1	0	-70	4	.	47*	-1	-5

The results go on.
SMILES	Casp6 inh	LGR2 inh	S100A4 inh HTS	FN deposition inh	esBAF inh	SIRT5 block	C2C12 statin
CCCN(C)C[C@H]1Oc2cc(C#CC3CCCC3)ccc2S(=O)(=O)N([C@H](C)CO)C[C@H]1C	3	5	6	0	-4	-4	-33
CN(C)CC(=O)Nc1ccc2c(c1)[C@H]1C[C@@H](CC(=O)N3CCCCC3)O[C@H](CO)[C@H]1O2	-2	6	4	.	-5	.	1
O=C(NCc1cccc(OC(F)(F)F)c1)c1cccc2c1C(=O)c1ccc(-c3ccc(F)cc3OCc3ccccc3)cc1S2(=O)=O	-1	-6	-3	-21	-1	.	16
CCN(CC(=O)NCc1ccc(Cl)cc1)C(=O)CCOc1ccccc1C	4	6	-2	4	0	-1	19

A portion of the library, so the mix of outcomes need not match the whole.
